# GSIS activator = GLuc luminescence reporter in INS-1E cells, primary screen for activators of glucose-dependent secretion of insulin | INS-1E GLuc reporter insulin secretion, 2-3 h | activation, % at 16.6 µM | 370,000 tested, 0.61% active | AID 743287;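 active = lowest replicate activation of at least 40%, so every replicate reaches that level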;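 note: 0% = median of neutral control wells and 100% = median of IBMX positive control wells; some compounds called inactive have numbers as strong as hits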
# FN deposition inh = fibronectin deposition inhibition. inhibition, % at 12.6 µM. 350,000 tested, 0.086% active. AH1F fibroblasts, Alexa488-fibronectin deposition fluorescence, overnight. AID 743247;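 active = mean inhibition across replicates of 30% or more, regardless of how many single replicates reach that level; inconclusive = mean under 30% yet at least half of replicates reach 30%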;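 note: positive control wells lacked labelled fibronectin entirely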
#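 Assay system: AH1F fibroblasts / Quantity: 10000 cells per well / Medium: DMEM plus 2% serum, read in PBS / Reagent: labelled fibronectin 24 nM / Dosing: single dose, pinned / Times: 1 h cell attachment, overnight exposure to compound and label / Signal: fluorescence, ex 485 nm, em 525 nm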
# EWS-Fli block = blocks EWS/Fli oncoprotein-driven transcription; A673 NR0B1-luciferase reporter, viability-normalised; inhibition, % at 12.6 µM; 350,000 tested, 0.67% active;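 active = mean inhibition of at least 50% after viability correction, with every replicate also passing that limit; inconclusive = mean reaches 50% but only one of two replicates passes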;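 note: firefly luciferase signal divided by Alamar Blue viability fluorescence both relative to DMSO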
# PAX8 reporter = inhibitors of PAX8 transcriptional activity in RMG-I cells; RMG-I TPO-luciferase reporter, SteadyGlo, 24 h; inhibition, % at 12.6 µM; 360,000 tested, 1.2% active; AID 652154;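 active = mean replicate inhibition at least 60% with every replicate also reaching 60%; inconclusive = only one of the two criteria is met; inactive = mean below 60% and not all replicates reaching 60%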;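 note: luciferase light reporting Pax8 driven TPO promoter activity; plate controls were median of neutral control wells for no effect and mitoxantrone controls for full effect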
# miR122 inh = blocks miR-122 activity in Huh7 sensor cells. Huh7 miR-122 Renilla luciferase sensor, 48 h; neutral wells = 0, positive control = 100. activation (reporter increase), % at 12.5 µM. 340,000 tested, 0.3% active. AID 602342;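 active = mean replicate activation score at least 90 and every replicate individually at or above 90; inconclusive = only one of the two criteria met; inactive = neither criterion met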;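 note: higher luciferase means less miR-122 activity so hits act as miR-122 inhibitors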
# DENV2 CPE = DENV2-induced cell death inhibition. DENV2-infected cells, cytopathic effect rescue, plate reader. CPE inhibition, % at 9.99 µM. 350,000 tested, 1.7% active. AID 651640; in the data active = CPE inhibition above about 20%, passing the limit was not always enough; inconclusive = no clear call, values can overlap the other calls; tested in BHK-21 cells;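 note: 0% = median of neutral control wells and 100% = median of positive control wells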
# CFTR F508del cor = CFTR F508del correction in bronchial cells; CFBE cells, YFP halide quenching; stimulated with forskolin plus potentiator P3; % fluorescence drop versus neutral controls; activity (quench increase), % at 7.58 µM; 350,000 tested, 0.36% active;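 active = mean added fluorescence quench of at least 8% versus neutral control, with both replicates also reaching 8%; inconclusive = only one of the mean or replicate conditions met; inactive = mean below 8% and not both replicates reaching 8%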;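 note: cells transiently co-express mutant CFTR-F508del with the halide-sensitive YFP; corrector assay measuring rescue of mutant channel to the surface after 24 h compound exposure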
# * = called active by the depositor; i = inactive; u = inconclusive; x = no result given; [ ] = another dose, or the depositor's remark.
SMILES,GSIS activator,FN deposition inh,EWS-Fli block,PAX8 reporter,miR122 inh,DENV2 CPE,CFTR F508del cor
O=C(N/N=C/c1cc(Br)c(Br)s1)c1ccncc1,x,4,27,36,3,u,1.1
C[C@@H]1CN([C@@H](C)CO)C(=O)c2cccc(NC(=O)c3ccc(-c4nccs4)cc3)c2O[C@@H]1CN(C)Cc1ccc(C(=O)Nc2ccccc2N)cc1,17,x,43,x,213*[16.7 µM],3,7.0
COc1ccccc1C#Cc1ccc([C@@H]2[C@@H](C#N)N(C(=O)C3CC3)[C@@H]2CO)cc1,1,-2,-2,10,x,1,3.1
CCOc1ncccc1C(=O)OCC(=O)Nc1ccc(-c2nc3ccc(C)cc3s2)cc1,8,-2,40,-79,x,12,x
CCn1c(C)nc2cc(C(=O)N/N=C/c3ccc(OC)c(O)c3)ccc21,x,0,6,15,x,-3,x
CCCCCCC1C(C#N)=C(N)OC2=C1C(=O)CC(C)(C)C2 (configuration not stated),-4,9,0,-11,2,5,-0.7
CC1CN(c2nc3ccccn3c(=O)c2/C=C(\C#N)C(=O)N2CCOCC2)CC(C)O1 (configuration not stated),0,0,-1,-4,-2,1,-0.2
C[C@@H]1CN([C@H](C)CO)C(=O)c2cc(NS(=O)(=O)c3cn(C)cn3)ccc2O[C@@H](C)CCCCO[C@@H]1CN(C)Cc1ccc2c(c1)OCO2,6,-6,-5,7,-2[16.7 µM],8,-1.4
COc1ccc(-c2cc(=O)c3cc(OC)ccc3o2)cc1,5,x,52*,x,-14,3,-3.0
COc1cccc(S(=O)(=O)N[C@H]2CC[C@@H](CCn3cc(-c4ccccc4)nn3)O[C@@H]2CO)c1,-6,x,31,1,x,17,0.3
COc1ccc(S(=O)(=O)Nc2c(C)c(C)cc3c2ncn3C)cc1,4,x,0,-2,4,1,-1.1
O=S(=O)(c1ccccc1)N1CCN(C/C=C/c2ccccc2)CC1,-16,-10,2,14,-9,1,-0.4
CNS(=O)(=O)c1cccc(C(=O)OCC(=O)N2CCN(C(=O)c3ccco3)CC2)c1,-10,4,0,35,x,3,-1.1
COc1ccccc1-n1c(CCC(=O)O)ccc1-c1ccccc1,-4,-3,-17,-3,5,11,-0.7
CNC[C@@H]1Oc2ccc(NC(=O)C3CCCCC3)cc2C(=O)N([C@@H](C)CO)C[C@@H]1C,17,-5,-1,-25,-2[16.7 µM],-6,2.1
COC(=O)c1ccccc1-c1c2ccc(=N)cc-2oc2cc(N)ccc12,-28,i,86*,96*,1,0,62*
CCCC(O)(c1ccccc1)C(c1ccccc1)c1ccccn1 (configuration not stated),8,-6,3,13,x,1,2.4
Cc1ccccc1OCC(O)CN(CCO)Cc1ccccc1 (configuration not stated),36,-4,13,3,x,11,-2.1
CCC(C)N(C(=O)COC(=O)CN=C1NS(=O)(=O)c2ccccc21)C1CCS(=O)(=O)C1 (configuration not stated),19,4,-5,-5,2,-11,-1.9
COc1cccc(/C=N/NC(=S)NC2CC3CC2C2C=CCC32)c1O (configuration not stated),7,5,16,-32,-5,5,3.2
O=C(COc1ncnc2ccccc12)NCCCN1CCCC1=O,x,-3,x,2,2,x,x
COc1ccc(C2=CC3=C(Br)C(=O)C(C)(OC(=O)c4cccs4)C(=O)C3=CO2)cc1 (configuration not stated),-8,-11,-3,-59,-5,-3,-0.6
COc1ccc(CN2C[C@@H](CO)O[C@@H](n3cnc4c(NCc5ccc(F)cc5)ncnc43)C2)cc1,-27,21,6,16,-2,-1,-2.4
CCOP(=O)(OCC)C(NC(=O)NS(=O)(=O)c1ccc(C)cc1)c1ccccc1 (configuration not stated),9,2,-2,11,x,6,1.3
Cc1ccc(C)c(OCC(=O)NCC(c2ccco2)N2CCCCC2)c1 (configuration not stated),6,4,0,x,x,0,-0.7

# More compounds:
SMILES,GSIS activator,FN deposition inh,EWS-Fli block,PAX8 reporter,miR122 inh,DENV2 CPE,CFTR F508del cor
COc1cccc(N2CC34C=CC(O3)C(C(=O)O)C4C2=O)c1 (configuration not stated),x,-14,x,16,-7,x,x
C[C@@H]1CCCCO[C@@H](CN(C)C(=O)Cc2ccccc2)[C@H](C)CN([C@H](C)CO)C(=O)c2cc(NC(=O)c3ccncc3)ccc2O1,-4,x,4,5,-5[16.7 µM],-6,1.1
CS(=O)(=O)N(CC(=O)N1CCC(C(N)=O)CC1)C1CCCCC1,13,x,x,-15,-2,x,x
COc1ccc(C2OC(=O)Cc3cc(OC)c(OC)cc32)cc1 (configuration not stated),-4,-5,3,-20,-4,1,2.9
Cc1c(OC(C)C(=O)NCCCN2CCCC2=O)ccc2c3c(c(=O)oc12)CCCC3 (configuration not stated),34,-5,5,8,x,2,-2.0
Cc1noc(C)c1NC(=O)N(C)C[C@@H]1Oc2ccc(NC(=O)CCN3CCOCC3)cc2CC(=O)N([C@@H](C)CO)C[C@@H]1C,-4,-2,-3,x,1[16.7 µM],6,-3.5
COc1ccc(NC(=O)Nc2ccc3c(c2)[C@@H]2C[C@@H](CC(=O)N[C@@H](C)c4ccccc4)O[C@H](CO)[C@@H]2O3)cc1,18,-45,1,-27,4[16.7 µM],2,-1.5
COc1ccc(/C=C(\NC(=O)c2ccco2)C(=O)NCc2ccco2)cc1,15,-1,-1,-3,3,-1,-1.4
O=C(Cn1c(=O)n(Cc2ccco2)c(=O)c2c3c(sc21)CCCCC3)c1ccccc1,-3,x,3,x,36,8,0.0
CCN1CCN(c2ccc(S(=O)(=O)N3CCOCC3)cc2NC(=O)C(C)Oc2ccc(Cl)cc2)CC1 (configuration not stated),-3,10,18,21,x,-2,1.7
O=C(Nc1cc(Cl)ccc1F)c1ccc(-n2cncn2)c([N+](=O)[O-])c1,1,4,-7,-8,x,-11,1.2
COc1ccc(NC(=O)N(C)C[C@H]2OCCCC[C@H](C)Oc3ccc(NC(=O)NC4CCCCC4)cc3C(=O)N([C@H](C)CO)C[C@H]2C)cc1,7,2,1,-16,x,-6,0.8
CCN1CCc2c(OCC(=O)N3N=C(c4cccs4)CC3c3ccc(F)cc3)cccc2C1=O (configuration not stated),-17,3,x,0,-1,x,x
O=C(Nc1ccccc1)Oc1cccc2cccnc12,18,-7,-38,-78,0,-4,-1.8
COc1ccc2c3c(n(C)c2c1)[C@H](CO)N(C(C)=O)CC31CCN(S(=O)(=O)c2ccccc2)CC1,23,x,-7,x,x,-2,4.3
C/C(=N\N1CCN(Cc2ccccc2Cl)CC1)c1ccc(F)cc1,-11,0,-14,1,-8,4,-2.0
CC(=O)Nc1ccc(NC(=O)c2cccc(C(=O)OC(C)C)n2)cc1,x,2,x,1,-1,x,x
C=CCNC(=O)/C(=C/c1cccc([N+](=O)[O-])c1)NC(=O)c1ccco1,0,x,-8,15,x,0,2.7
CCC(C)(C)NC(=O)C(c1ccc(C)o1)N(Cc1ccc2c(c1)OCO2)C(=O)c1snc(C(N)=O)c1N (configuration not stated),11,-6,4,-20,-2,0,-5.7
Cc1cc2c(cc1C)-n1nnnc1C(N1CCN(CC(=O)N3CCCC3)CC1)C(=O)N2 (configuration not stated),-3,3,-4,-3,x,2,2.5
CCCN(CC(=O)Nc1ccccc1C)C(=O)C1CCN(S(=O)(=O)c2ccccc2C(F)(F)F)CC1,-17,-4,5,1,x,16,2.0
COc1cc(Cc2nccc3cc(OC)c(OC)cc23)c(S(=O)(=O)O)cc1OC,15,5,8,0,x,-2,x
O=c1[nH]c2ccccc2nc1Cc1ccc([N+](=O)[O-])cc1,-14,8,2,7,x,-6,3.8
CC(=O)N1Cc2cc([N+](=O)[O-])ccc2Oc2ccccc21,-3,-12,-2,-1,x,3,x
COc1ccc2cc(/C(C)=N/NC(=O)C3CC3)ccc2c1,11,2,-96,-110,x,-2,-1.6

# Additional records follow:
SMILES,GSIS activator,FN deposition inh,EWS-Fli block,PAX8 reporter,miR122 inh,DENV2 CPE,CFTR F508del cor
COc1cccc(C(=O)Nc2nnc(SCC(=O)NC3CC3)s2)c1,-5,7,-45,-2,-4,17,1.4
COc1cc(/C=N/NC(=O)c2ccc(O)cc2)ccc1OCC(=O)N1CC(C)OC(C)C1 (configuration not stated),6,-13,-2,-18,1,u,-3.8
CC1(NC(=O)CC(c2ccccc2)(c2ccccc2)c2ccccc2)CCN(CCCc2ccccc2)C1=O (configuration not stated),-7,-2,5,66*,-2,-12,-2.4
CC(=O)N(C)C[C@@H]1Oc2cc(-c3cccc(F)c3)ccc2S(=O)(=O)N([C@@H](C)CO)C[C@@H]1C,10,-8,-14,-10,1[16.7 µM],-6,0.3
COc1ccc(CN2CCN(C(=O)c3ccc(CNS(=O)(=O)c4ccc(C)cc4)cc3)CC2)c(OC)c1OC,-9,-9,x,11,-6,-8,-1.0
Clc1cccc(-c2cccc3nccn23)c1Cl,x,3,-6,-25,-3,-4,-5.2
COc1cc(C2C3=C(CC(C)(C)CC3=O)Nc3ccccc3N2C(C)=O)cc(OC)c1OC (configuration not stated),3,3,5,13,15,-3,5.8
COC(=O)Nc1c(-c2ccccc2)nc2ccc(Cl)cn12,x,-7,1,12,x,0,1.4
CO[C@@H]1CN(C)C(=O)c2ccc(NS(=O)(=O)c3cccc(F)c3)cc2OC[C@H](C)NC[C@H]1C,11,-9,-1,x,-14[16.7 µM],-3,1.7
C[C@H](CO)N1C[C@H](C)[C@@H](CN(C)Cc2ccccc2C(=O)O)Oc2cc(-c3ccc(C(=O)N(C)C)cc3)ccc2S1(=O)=O,-3,-5,-4,x,-10[16.7 µM],-2,0.9
O=C(Cc1nnc(NC(=O)c2ccccc2)s1)N/N=C/c1ccc(O)cc1,-2,-11,3,-2,2,-3,2.8
O=C1NC[C@H](c2ccccc2)N(CCc2cc(C(F)(F)F)cc(C(F)(F)F)c2)C1=O,-29,9,-1,-8,1,u,0.9
O=C(Nc1ccc(C(F)(F)F)cc1)C1CCN(c2cnccn2)CC1,-28,-8,1,29,-5,-1,1.0
Cc1cc(Nc2cccc(F)c2)n2ncnc2n1,4,0,-12,-8,-1,9,1.9
COc1ccc(NC(=O)c2cc(C3CC3)on2)c(OC)c1,x,3,-2,-102,6,15,8.2*
COCC#Cc1ccc2c(c1)O[C@@H](CN(C)Cc1ccccc1)[C@@H](C)CN([C@@H](C)CO)S2(=O)=O,30,x,-7,x,-3[16.7 µM],-10,1.2
O=C(NCCCN1CCOCC1)c1[nH]c(C(F)(F)F)nc1-c1ccccc1,3,6,-4,14,8,15,-0.5
CC=Cc1ccc2n(c1=O)C[C@H]1[C@H](CO)[C@@H](C(=O)N[C@@H](C)c3ccccc3)[C@@H]2N1Cc1cccnc1 (mixture of isomers),-7,x,0,35,3[16.7 µM],3,1.8
Cc1c(CCC(=O)NC2CC2)c(=O)oc2cc(O)ccc12,4,x,-6,x,-1,-8,0.0
COc1ccc(NC(=O)CN2C(=O)NC(C)(c3ccc4c(c3)OCCO4)C2=O)cc1S(N)(=O)=O (configuration not stated),0,3,2,6,-6,2,-0.4
O=C(O)CNC1=NCCCCC1,1,x,3,x,-2,-1,-3.9

# Part of the list above, with each value named.
COc1ccc(CN2C[C@@H](CO)O[C@@H](n3cnc4c(NCc5ccc(F)cc5)ncnc43)C2)cc1
  GSIS activator: -27
  FN deposition inh: 21
  EWS-Fli block: 6
  PAX8 reporter: 16
  miR122 inh: -2
  DENV2 CPE: -1
  CFTR F508del cor: -2.4
CCOP(=O)(OCC)C(NC(=O)NS(=O)(=O)c1ccc(C)cc1)c1ccccc1 (configuration not stated)
  GSIS activator: 9
  FN deposition inh: 2
  EWS-Fli block: -2
  PAX8 reporter: 11
  miR122 inh: x
  DENV2 CPE: 6
  CFTR F508del cor: 1.3
Cc1ccc(C)c(OCC(=O)NCC(c2ccco2)N2CCCCC2)c1 (configuration not stated)
  GSIS activator: 6
  FN deposition inh: 4
  EWS-Fli block: 0
  PAX8 reporter: x
  miR122 inh: x
  DENV2 CPE: 0
  CFTR F508del cor: -0.7

# Bioassay records from PubChem.
